Screening data from PubChem BioAssay.
ERK EGF inh: qHTS Assay for Inhibitors of the ERK Signaling Pathway using a Homogeneous Screening Assay; Stimulation with EGF; Potency, µM (highest dose often 11.5 µM), inactives show at the highest dose activity change, negative = inhibition, most hits filed as inhibitors; 130,000 tested, 0.41% active; AID 1454, 2008; HEK293-V1b, EGF-stimulated phospho-ERK AlphaScreen; active = well fitted inhibition curve with a large enough effect; inconclusive = small, poorly fitted or top-dose-only effect, or effect the other way;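 also: plate controls were stimulated vehicle wells for no effect and unstimulated vehicle basal for full effect; nearly all actives have a fitted effect of over 55% in size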
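EGF-stimulated (25 nM, 5 min) phospho-ERK in HEK293 cells stably expressing V1b, cells pretreated 30 min with compound at 37C. Homogeneous AlphaScreen read on lysates.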
An asterisk follows results filed as active; ? = inconclusive; & = joins results of further samples; [ ] = another dose, or the depositor's remark. Potency is read from the fitted curve at half-maximal effect.

SMILES	ERK EGF inh
NC1=NC(=O)S/C1=C\c1ccc(F)cc1	-4.9%
O=C(CSc1ccc(F)cc1)Nc1ccc(C2SCCS2)cc1	0.8%[57.5 µM]
O=C1C=C(Nc2ccccc2)c2ccccc2C1=O	-2.7%
Cc1ccc([N+](=O)[O-])cc1-c1ccc(/C=C(\C#N)c2[nH]nc(N)c2C#N)o1	0.6%
C(=N\N1CCN(Cc2ccccc2)CC1)/c1ccccc1	10.4%[57.5 µM]
NS(=O)(=O)c1ccc(CCNC(=O)COC(=O)CC(c2ccccc2)c2ccccc2)cc1	-1.7%
COC(=O)Cc1ccc(NC(=S)NCc2cccc(OC)c2)cc1	-9.3%
Cc1oc(C(N)=O)nc1-c1ccccc1	-2.9%[57.5 µM]
CCN(CC)S(=O)(=O)c1ccc2nc(CCl)[nH]c2c1	-2.6%
CN1C2C=C3C(C#N)=C(N)C(C#N)(C#N)C(c4ccc(Br)cc4)C3C1CC2 (centres undefined)	2.8%
CC(C)CN1CN(Cc2ccccc2)CNC1=S	8.1%
CC1(C)Cc2nc3sc(C(=O)O)c(N)c3cc2CS1	-5.5%
CCN(C(=O)CN1CCc2ccccc21)c1c(N)n(Cc2ccccc2)c(=O)[nH]c1=O	-10.8%
O=C(N/N=C/c1ccc([N+](=O)[O-])o1)C1CC1	1.7%
CCCOc1ccc(CCCN=C(N)N)cc1Cl	-6.7%[57.5 µM]
CN(Cc1nccn1C)C(=O)CC1C(=O)NCCN1CC(c1ccccc1)c1ccccc1 (centres undefined)	0.0%
O=C1CC(c2ccc(Cl)c([N+](=O)[O-])c2)c2ccc3ccccc3c2N1 (centres undefined)	7.5%
CC(Nc1oc(-c2ccccc2)nc1-c1ccccc1)c1ccccc1 (centres undefined)	-10.8%&-13.9%
COC(=O)N/N=C/c1ccc(Oc2ccccc2)cc1	-5.1%
CC(C)(C)OC(=O)NCCCC1=CC2=CC(=O)C(C)(OC(=O)c3cnc4ccccc4n3)C(=O)C2=CO1 (centres undefined)	-3.3%
Cc1ccc(N(CC(=O)O)S(C)(=O)=O)cc1	-6.3%
COc1ccc(C(=O)CC(c2ccccc2)S(=O)(=O)c2ccc(C)cc2)cc1 (centres undefined)	0.4%
CCOC(=O)c1ccc(NC(=S)N(CCCN2CCCCCC2)Cc2ccco2)cc1	3.3%
Fc1ccccc1Cc1noc(CN2CCN(Cc3ccc4c(c3)OCO4)CC2)n1	2.3%
CCOC(=O)Cc1cc(=O)[nH]c(/N=C(\N)Nc2ccc(OC)cc2)n1	-4.1%[57.5 µM]
CN(C)c1ccc(C(CNS(=O)(=O)c2ccc3ccccc3c2)c2c[nH]c3ccccc23)cc1 (centres undefined)	-7.4%
NC(=O)C1=C[C@@H](c2ccc(C(F)(F)F)cc2)C[C@@H](OCc2ccc(CO)cc2)O1	9.3%[57.5 µM]
CCn1cc(-c2cc(C(=O)O)c3ccccc3n2)c(C)n1	5.4%
Cc1ccc(C(=O)c2cc([N+](=O)[O-])ccc2N2CCCCC2)c(C)c1	0.4%
CCOc1ncccc1C(=O)OCC(=O)N(CC(C)C)C1CCS(=O)(=O)C1 (centres undefined)	-8.2%

Three structures out of the list, sorted by molar mass, rising.
SMILES	ERK EGF inh
O=C(N/N=C/c1ccc([N+](=O)[O-])o1)C1CC1	1.7%
NS(=O)(=O)c1ccc(CCNC(=O)COC(=O)CC(c2ccccc2)c2ccccc2)cc1	-1.7%
CC(C)(C)OC(=O)NCCCC1=CC2=CC(=O)C(C)(OC(=O)c3cnc4ccccc4n3)C(=O)C2=CO1 (centres undefined)	-3.3%

The listing continues:
SMILES	ERK EGF inh
CCN(CC)CCCN(Cc1cc2cc3c(cc2[nH]c1=O)OCO3)C(=S)Nc1ccccc1OC	-6.7%
Cc1nn(Cc2ccc(F)cc2)c2sc(C(=O)Nc3nccs3)cc12	-4.4%
C/C(=C\C(=O)c1ncc(C(F)(F)F)cc1Cl)N(C)C	-13.0%
Clc1nc2c(-c3ccccc3)nnn2c2ccccc12	?
Clc1ccc(OCCOCCN2CCc3ccccc3C2)c(Cl)c1	?
O=C(NCCCN1CCCCCC1)c1ccc(N2CCCC2=O)cc1	5.6%
O=C(N/N=C/c1cccc(Oc2ccccc2)c1)c1ccncc1	-11.2%
CC(=O)CCC(=O)OCC(=O)Nc1ccc(SC(F)F)cc1	-10.3%
CCOc1c(Br)cc(C(N)=O)cc1OCc1ccccc1	28.0%
CN(C(=O)COC(=O)c1nc(Cl)c(Cl)c(Cl)c1Cl)C1CCS(=O)(=O)C1 (centres undefined)	1.6%
CC(C)C[C@@H](CC(=O)N[C@H](CC(=O)N[C@@H]1CCNC[C@H]1C(=O)N[C@H](CC(=O)N[C@@H](CCC(=O)O)CC(=O)O)Cc1c[nH]c2ccccc12)C(C)C)NC(=O)[C@@H]1CNCC[C@H]1N	4.9%
COc1ccc(-c2cn[nH]c2C)cc1OC	-11.3%
CCNC(=S)NS(=O)(=O)c1ccc(F)cc1	-1.3%
BrC(=C\c1ccccc1)/C=N/Nc1ccc2nncn2n1	2.0%[57.5 µM]
Cc1cc(C(=O)NCCN2CCOCC2)ccc1[N+](=O)[O-]	10.0%
COc1cc(C(=S)N2CCCC2)ccc1OS(=O)(=O)c1ccc(NC(C)=O)cc1	46.3%
Cc1ccc(C(=O)OCc2nnc(-c3ccc(Br)cc3)o2)cc1	-1.6%
Cc1cc(OCC(=O)Nc2cccc(S(=O)(=O)NC3=NCCCCC3)c2)ccc1Cl	-2.0%
O=C1c2cccc(OCC(=O)N3N=C(c4cccs4)CC3c3ccc(F)cc3)c2CCN1Cc1cccnc1 (centres undefined)	6.3%
CC(=O)OC[C@H]1O[C@@H](O/N=C/[C@@H](C)[C@H](OCc2ccccc2)C(C)C)[C@H](OC(C)=O)[C@@H](OC(C)=O)[C@@H]1OC(C)=O	?
COC(=O)N/N=C/c1c[nH]c2ccccc12	10.8%
C/C(CC(=O)NC(C)(C)C)=N\NC(=O)COc1ccc(C)cc1Br	0.4%
O=C(/C=C/c1cccc(F)c1)Nc1cc(S(=O)(=O)N2CCOCC2)ccc1N1CCCC1	-0.2%
CCn1c(Cc2ccccc2)nnc1SCc1ccc([N+](=O)[O-])cc1	4.5%
COc1cc(C(=O)NCc2ccc(-n3cccc3)cc2)cc(OC)c1OC	-3.3%
COc1ccc(/C=N/Nc2nc(=O)[nH]nc2C)cc1OC	-4.1%[57.5 µM]
CC(=O)N1CCCC1(C(=O)O)c1ccccc1 (centres undefined)	16.4%[57.5 µM]
Cc1cc(C(=O)N/N=C/c2cccc([N+](=O)[O-])c2)c(C)n1-c1ccccc1	-8.2%
COc1ccc(NC(=O)c2ccccc2CC[N+](=O)[O-])cc1	-6.8%
Cc1c(NC(=O)c2nn3c(C(F)(F)F)cc(-c4ccccc4)nc3c2Br)c(=O)n(-c2ccccc2)n1C	-2.1%

Next part; the last 4 above are carried over.
SMILES	ERK EGF inh
CC(=O)N1CCCC1(C(=O)O)c1ccccc1 (centres undefined)	16.4%[57.5 µM]
Cc1cc(C(=O)N/N=C/c2cccc([N+](=O)[O-])c2)c(C)n1-c1ccccc1	-8.2%
COc1ccc(NC(=O)c2ccccc2CC[N+](=O)[O-])cc1	-6.8%
Cc1c(NC(=O)c2nn3c(C(F)(F)F)cc(-c4ccccc4)nc3c2Br)c(=O)n(-c2ccccc2)n1C	-2.1%
CC1(C)CC(=O)C(=Cc2cn(CCC#N)nc2-c2ccc(Cl)cc2)C(=O)C1	1.5%
Cc1cccc(C)c1NC(=S)N/N=C/c1c(Cl)cccc1Cl	9.7%
CCC/C(=N\NC(=O)CNC(=O)/C=C/c1ccco1)c1ccccc1	20.6%
O=[N+]([O-])c1ncn(C23CC4CC(CC(C4)C2)C3)n1	2.9%[57.5 µM]
COc1ccc(CCNC(=O)Cc2cccs2)cc1OC	8.9%
CC(C)CNC(=O)CSc1nnc(-c2ccc(Cl)cc2)n1N	2.0%
COC(=O)C1=C(C)Nc2c(c(=O)n(C)c(=O)n2C)C1c1cccc(O)c1 (centres undefined)	-11.9%[57.5 µM]
Cc1ccc(CNC(=O)[C@H](C)[C@@H]2C[C@@]2(C)[C@@H](NC(=O)OCc2ccccc2)c2ccccc2)c(F)c1F	1.0%
COc1ccc(N2C(=O)NC3CC2(C)Oc2ccccc23)cc1 (centres undefined)	-11.4%
C=CCn1c(=NC(=O)c2cccs2)sc2cc(NC(C)=O)ccc21	8.7%[57.5 µM]
O=C1C2CC=CCC2C(=O)N1Nc1ccccc1 (centres undefined)	-5.5%
COc1ccccc1NC1=CC(=O)CC(c2ccccc2)C1 (centres undefined)	5.7%
Cc1ccc(C(=O)N/C(=C\c2ccc(Cl)cc2)C(=O)NCC2CCCO2)cc1 (centres undefined)	-3.7%
Clc1cccc(Nc2nc(-c3ccncc3)cs2)c1	-6.8%
c1ccc(C2=Nn3c(nnc3-c3ccco3)SC2)cc1	-7.4%

Copied from the list:
In ERK EGF inh, C(=N\N1CCN(Cc2ccccc2)CC1)/c1ccccc1 is listed with 10.4%[57.5 µM]
In ERK EGF inh, Cc1oc(C(N)=O)nc1-c1ccccc1 is listed with -2.9%[57.5 µM]
In ERK EGF inh, BrC(=C\c1ccccc1)/C=N/Nc1ccc2nncn2n1 is listed with 2.0%[57.5 µM]

Going on with the list.
SMILES	ERK EGF inh
Cc1ccc(C(=O)OCC(=O)Nc2ccccc2N2CCOCC2)cc1	-8.8%
O=C(Nc1cc(S(=O)(=O)N2CCOCC2)ccc1N1CCOCC1)c1cccc(S(=O)(=O)N2CCCCC2)c1	-19.3%[57.5 µM]
CC(=O)c1cccc(S(=O)(=O)NCCC(=O)O)c1	2.0%
CCc1nnc(NC(=O)c2ccc3ccccc3n2)s1	21.0%
CN1C(=O)NC2(O)C(=O)c3ccccc3C12O (centres undefined)	8.0%
CNC(=O)CSc1nnc(-c2ccccc2F)n1CCc1ccccc1	12.5%[57.5 µM]
CC(C)(S)[C@@H](N)C(=O)O	-4.9%[57.5 µM]
COc1ccc(CNC(=O)COC(=O)/C=C/c2ccc(S(=O)(=O)N3CCOCC3)cc2)cc1	0.4%[57.5 µM]
CC(C)c1ccc(C(N)=S)cc1	-7.6%
Cc1noc(C)c1CSCc1ccc(Cl)cc1	-7.0%[57.5 µM]
C=CCOc1ccc(Br)cc1CNCCO	?
CCOc1ccc(CCNC(=O)CSc2cc(=O)n(C)c3ccc(Cl)cc23)cc1OCC	1.5%
COc1cccc(CN(C)CC(=O)Nc2cccc(C(F)(F)F)c2)c1OC	4.3%
CCOC(=O)c1[nH]c(C)c(C(=O)NC2CCCCCC2)c1C	-6.6%
C#CCOCCOCCOCCNc1nc(N2CCN(C(=O)Cn3cc(CC(C)O)nn3)CC2)nc(N2CCN(C(=O)[C@H](CCCCN)n3cc(CCC(=O)O)nn3)CC2)n1 (some centres undefined)	-2.8%
CN(Cc1nccn1C)C(=O)CC1C(=O)NCCN1Cc1ccccc1C(F)(F)F (centres undefined)	11.3%
N#Cc1ccsc1NC(=O)COC(=O)c1cc(Br)ccc1O	4.8%[57.5 µM]
CCS(=O)(=O)Nc1cccc(-c2ccc3nnc(C)n3n2)c1	-5.4%
CCCCC#Cc1ccc(C(=O)NNC(=O)Nc2ccccc2)o1	10.0%[57.5 µM]
CCNc1nc(NCC)nc(N/N=C/c2ccc(N(C)C)cc2)n1	6.4%
CC(C)(C)NCC(O)CON=C1c2ccccc2-c2ccccc21 (centres undefined)	0.6%
NC(=O)C1CCN(C(=O)COc2ccc3ccccc3c2)CC1	10.5%
Cc1nn(C)c(C)c1CNC(=O)Nc1cccc(Cl)c1C	-3.0%
COc1cc2c(C(=O)OCCN(C)C)c(CSc3ccccc3)n(C)c2cc1Br	4.3%
COc1cc(O)c(/C=N/NC(=O)c2ccncc2)c(OC)c1[N+](=O)[O-]	1.9%
COc1ccc(-n2c(C)c(C(=O)O)c3cc(OC)c4ccccc4c32)cc1	-4.0%[57.5 µM]
O=C(Nc1cccc(C(F)(F)F)c1)/C(=C\c1ccco1)NC(=O)c1cccs1	1.3%
COc1ccccc1NS(=O)(=O)c1cccc(C(=O)N/N=C/c2cn(-c3ccccc3)nc2-c2ccccc2)c1	-4.6%
CS(=O)(=O)c1ccc(CNC(=O)[C@H]2C[C@@H]2[C@H](NP(=O)(c2ccccc2)c2ccccc2)c2ccccc2)cc1	2.2%
CCNc1ccc(Br)cc(C(=O)/C=C/c2ccc(Cl)cc2Cl)c1=O	?

An excerpt from further up, for reference:
SMILES	ERK EGF inh
NC1=NC(=O)S/C1=C\c1ccc(F)cc1	-4.9%
O=C(CSc1ccc(F)cc1)Nc1ccc(C2SCCS2)cc1	0.8%[57.5 µM]

Other records.
SMILES	ERK EGF inh
COCCNC(=O)/C(C#N)=C/c1ccc(OCc2ccccc2)cc1	-2.2%
Cc1ccc(OCC(=O)Nc2ccccc2F)cc1C	-2.3%
O=C(COC(=O)C(c1ccccc1)c1ccccc1)NCc1ccco1	3.5%
CCOC(=O)CSc1nc(Cc2ccccc2)nc2ccccc12	-4.1%
CC(C)(C)C(=O)OCc1nc(-c2ccc(O)c(O)c2)cs1	9.9%[57.5 µM]
NS(=O)(=O)c1ccc(CNC(=O)c2cc(-c3ccccn3)nc3ccc(Cl)cc23)cc1	1.4%[57.5 µM]
C/C=C/c1ccc(OCCCCN2CCN(CC)CC2)c(OC)c1	1.0%
Cc1cccnc1NC(=O)Nc1ccccc1	-7.0%[57.5 µM]
COc1ccc(OC)c2c(C)cc(C)nc12	-4.4%
COc1ccccc1-c1cc2ccccc2[nH]1	0.5%
CN1CCN(c2ccc(NC(=O)c3ccc(Cl)cc3)cn2)CC1	-0.8%
COc1cc(C)ccc1OCCON1C(=O)CCC1=O	-6.5%
O=C(/C=C/c1c(Cl)cccc1Cl)NCc1ccccc1	-1.8%
C/C(=N\NC(=O)c1ccc(C)cc1)C1C(=O)c2ccccc2C1=O	-2.1%
N#CCCn1cc(/C=C2\NC(=S)N(c3ccccc3)C2=O)c(-c2ccc(-c3ccccc3)cc2)n1	-7.7%
O=C(NCCc1ccccc1)c1ccc(NCC2CCCO2)c([N+](=O)[O-])c1 (centres undefined)	10.0%

Only part of the results is shown, so the mix of outcomes need not match the whole.
